M18AAP inhibitor – PfM18AAP enzyme inhibition; recombinant PfM18AAP, H-Glu-NHMec fluorogenic cleavage; inhibition, % at 7.35 µM; 290,000 compounds, 1.2% hits; AID 1822;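 active means inhibition above the campaign mean inhibition over all tested compounds plus 3 SD, cut at about 28% in these data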;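 further: 0% = plate median of test compound wells and 100% = 2 mM ZnCl2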
DNA FID counter – displaces DNA intercalator in HCV helicase counter-screen; 290,000 compounds, 0.17% hits; DNA fluorescent intercalator displacement, fluorescence; inhibition, % at 7.9 µM; in the data active means inhibition above about 37%;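 further: 0% = vehicle and 100% = reference compound; higher means more ethidium bromide displaced from hairpin DNA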
MEKK2wt PB1 HTS – raises or lowers MEK5 binding to wildtype human MEKK2 PB1 domain; bead flow cytometry, Alexa488-MEK5 binding to MEKK2 WT; actives lie on both sides; binding response (% of control), % at 10 µM; 290,000 compounds, 1.1% hits; AID 1531; in the data active means binding response below about 67% or above about 130%
MEKK2mut PB1 HTS – signal of MEK5 binding to mutant human MEKK2 PB1 domain; percent response, % at 10 µM; bead flow cytometry, Alexa488-MEK5 binding to MEKK2 mutant; 290,000 compounds, 0.35% hits; in the data active means percent response above about 24%, passing the limit was not always enough; further: inactives centre near 1; some results filed as inactive read as strong as hits; reference of the scale not given here
VIM-2 inhibitor – inhibitors of Pseudomonas aeruginosa VIM-2 metallo-beta-lactamase; inhibition, % at 5.6 µM; purified VIM-2, nitrocefin hydrolysis, epi-absorbance fluorescence; 290,000 compounds, 0.89% hits;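 active means inhibition above the mean of all tested compounds plus 3 SD, cutoff set per screening run, cut at about 7.5% in these data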;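 further: red hydrolysis product quenches plate fluorescence so inhibitors raise well fluorescence; 0% = enzyme with DMSO and 100% = DMSO without enzyme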
IMP-1 inh – inhibitors of Pseudomonas aeruginosa IMP-1 metallo-beta-lactamase. purified IMP-1, nitrocefin hydrolysis, epi-absorbance fluorescence. inhibition, % at 5.6 µM. 290,000 compounds, 0.45% hits. AID 1556;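 active means inhibition above the mean plus 3 SD of all compounds in the same screening run, cut at about 4.5% in these data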;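 further: 0% = IMP-1 with DMSO and 100% = DMSO wells lacking enzyme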
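System: purified IMP-1 / Input: IMP-1 dispensed at 0.2 nM / Medium: 50 mM HEPES pH 7.1, 50 µM ZnSO4, 0.05% Brij 35 / Timing: 15 min enzyme–compound preincubation, then 25 min nitrocefin reaction, 25 °C / Technique: plate fluorescence quenching by hydrolysis product, ex 480/em 530 nm / Repeats: singlicate testing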
SUMO HTRF inh – blocks human SUMOylation mediated by UBC9; AID 2006; HTRF SUMOylation assay, SAE1/SAE2 + UBC9, in vitro; inhibition, % at 35 µM; 290,000 compounds, 0.36% hits; in the data active means inhibition above about 50%, passing the limit was not always enough; further: strong numbers were not always called active
Target sequence (P63279 whole entry, looked up): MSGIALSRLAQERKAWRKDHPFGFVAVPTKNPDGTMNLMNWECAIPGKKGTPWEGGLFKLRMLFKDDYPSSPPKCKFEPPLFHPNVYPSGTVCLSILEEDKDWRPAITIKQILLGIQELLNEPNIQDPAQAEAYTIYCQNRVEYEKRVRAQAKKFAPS
HCV NS3 hel inh – blocks Hepatitis C virus NS3 helicase unwinding. NS3 helicase DNA unwinding, Cy5 molecular beacon fluorescence. inhibition, % at 10.9 µM. 290,000 compounds, 0.56% hits. AID 1800;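 active means inhibition above the mean of all tested compounds plus 3 SD, set per campaign, cut at about 35% in these data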;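 further: 0% = DMSO wells and 100% = thioflavine S control wells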
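Assay system – hepatitis C virus NS3 helicase domain fragment enzyme · Buffer or medium – MOPS pH 6.5, MgCl2, DTT, Tween20, BSA · Reagent – Cy5/quencher beacon DNA duplex and ATP to start · Compound – single 10.9 µM dose · Timing – 1 h at 25 °C · Technique – Cy5 beacon fluorescence read at start and 1 h · Measure – % inhibition of unwinding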
NALP1 yeast inh – NALP1 inhibition; S. cerevisiae NALP1/ASC/caspase-1 growth, X-gal OD620, 72 h; inhibition, % at 10 µM; 280,000 compounds, 0.61% hits; in the data active means inhibition mostly above about 24%, no sharp cut-off; inactive means mostly below about 32%; further: some compounds called inactive have numbers as strong as hits
* marks the source's active call; other numbers are inactive results; nt = no result given. Compounds as they come. Share with any hit: about 4.7%.

SMILES	M18AAP inhibitor	DNA FID counter	MEKK2wt PB1 HTS	MEKK2mut PB1 HTS	VIM-2 inhibitor	IMP-1 inh	SUMO HTRF inh	HCV NS3 hel inh	NALP1 yeast inh
COc1ccc(/C=N/NC(=O)Cc2ccc(Cl)cc2)cc1OC	-2.0	-19.1	100.0	-11.0	-3.3	-3.0	6.8	18.0	-1.2
COc1ccc(N2C(=O)N3[C@H](c4ccc(Cl)cc4)[C@@H]4C(=O)N(C5CCCCC5)C(=O)[C@@H]4[C@]3(C)C2=O)cc1	0.2	-30.7	95.0	-4.0	-0.5	1.5	-23.1	-42.3	10.5
NC(=O)C(c1ccccc1)C1CCCC1 (stereo not drawn)	-2.8	-3.5	109.0	5.0	-0.4	-4.1	7.5	3.6	nt
O=c1c2ccccc2nc(SCc2nc3ccccc3s2)n1Cc1ccco1	-2.7	-6.8	85.0	-2.0	-5.0	-3.8	16.0	-2.4	12.2
COc1ccc(OC)c(CNC(=O)C2CCCN(S(=O)(=O)N3CC(C)CC(C)C3)C2)c1 (stereo not drawn)	-12.6	-68.4	99.0	-3.0	-1.1	-0.1	nt	-10.0	25.8
CN1CCN(C(=S)c2ccc(OCC(=O)Nc3cccc(C(F)(F)F)c3)cc2)CC1	-8.9	7.1	105.0	7.0	1.0	-0.5	6.2	-23.0	-124.6
CCCc1cc(=O)n2nc(N3CCC(C(=O)Nc4cccc(C(C)=O)c4)CC3)sc2n1	-1.2	-42.0	98.0	-2.0	0.9	-1.2	-12.2	0.7	-1.6
O=C(Cc1ccccc1[N+](=O)[O-])Nc1ccc2c(c1)OCCO2	4.2	-1.3	94.0	5.0	-2.7	1.3	-12.4	-0.3	12.3
Cc1ccc(Cn2c(SCC(N)=O)nc3c2c(=O)n(C)c(=O)n3C)cc1	-7.0	-4.9	98.0	2.0	-1.6	-6.2	18.0	-2.8	3.3
CC(=O)Nc1cccc(Oc2ccc(-c3noc(C)n3)cc2)c1	-6.2	-10.4	105.0	3.0	-1.9	-3.1	18.9	-8.6	14.1
Cc1cc(C)n(-c2ccc(C(=O)NCc3ccc4c(c3)OCO4)cc2)n1	4.2	-19.4	107.0	0.0	-3.0	-2.8	0.4	-19.9	-1.5
COc1ccc(OCC(O)CNC(=O)Nc2ccc(F)cc2)cc1 (stereo not drawn)	-3.3	-3.9	92.0	-15.0	-3.5	-1.1	4.9	-10.8	8.7
CC(C)NC(=O)NC(=O)CSc1nncs1	-3.8	2.6	89.0	-8.0	-0.1	-0.1	4.0	-2.6	16.9
COc1ccc2[nH]c(=O)c(CN(CC3CCCO3)C(=S)Nc3cccc(C)c3)cc2c1 (stereo not drawn)	4.2	-2.8	101.0	3.0	-2.4	-3.1	-3.3	-8.0	0.5
COc1ccc(-c2cc3ncc(-c4ccccc4)c(N)n3n2)cc1	2.9	-9.9	100.0	3.0	-3.0	-3.2	-6.4	4.3	24.9
CCOC(=O)N1CCN(S(=O)(=O)N2CCCC(C(=O)NCCCN3CCC(C)CC3)C2)CC1 (stereo not drawn)	-4.7	-4.0	107.0	0.0	-0.3	-1.2	nt	3.7	28.8
OC(COc1ccc(CNCCc2ccc(C(F)(F)F)cc2)cc1)CN1CCCCC1 (stereo not drawn)	1.7	41.8*	150.0*	2.0	-0.9	-5.2	5.2	-64.5	14.4
CC(=O)c1cc(-c2ccc(F)cc2)n(CCC(=O)Nc2cccc(C)n2)c1C	0.9	-16.6	104.0	3.0	0.3	-3.1	15.0	-4.3	4.3
COc1ccc(/C=N/NC(=O)CCC(=O)Nc2ccccc2)cc1OC	-3.9	-7.3	101.0	3.0	-5.0	-3.1	-0.5	-7.3	4.1
O=C(C1CCN(c2nc3nonc3nc2N2CCCCC2)CC1)N1CCOCC1	4.3	-6.1	94.0	-3.0	-2.4	-3.0	19.6	-0.4	3.0
O=C(COc1ccc2ccc(=O)oc2c1)NCCCn1ccnc1	2.2	-5.6	105.0	7.0	1.4	-1.2	-5.9	5.2	5.5
C(=C\CSc1nnnn1-c1ccccc1)/CSc1nnnn1-c1ccccc1	1.3	2.2	91.0	-3.0	-3.0	-1.9	-27.5	9.2	-3.1
CN(C)S(=O)(=O)N(CC(=O)N(Cc1ccccc1)Cc1ccccc1)c1ccccc1	-10.1	-19.1	93.0	-5.0	-5.3	-2.8	17.5	-3.2	12.4
COc1cc(OC)cc(C(=O)NCC(=O)Nc2ccc(-c3ccccc3)cc2)c1	2.0	-9.9	95.0	-6.0	-0.4	-3.6	-8.7	-34.5	15.9
COc1ccc(C)cc1N(C(=O)c1ccco1)C(C(=O)NC1CCCC1)c1ccc(N2CCOCC2)cc1 (stereo not drawn)	1.1	-49.9	99.0	1.0	-1.9	-1.1	12.4	1.5	3.4
CCOc1ccc(NC(=O)C(C)Sc2nnc(C)n2C)cc1 (stereo not drawn)	-11.0	-1.8	103.0	2.0	-1.4	-3.8	4.9	4.4	22.5
O=C(NCc1ccco1)c1cc(S(=O)(=O)N2CCCc3ccccc32)ccc1Cl	4.0	-14.3	103.0	5.0	-3.2	-2.9	18.6	0.1	0.7
CCSCCNC(=O)c1cc(-n2cnnc2)ccc1Cl	-6.1	3.0	94.0	-1.0	-1.9	-2.2	35.9	-3.2	16.1
CCOCCCN1C(=O)CN(C2CCCCC2)C(=O)C1c1ccc(OC)c(OC)c1 (stereo not drawn)	-1.4	-15.0	101.0	1.0	-0.3	-3.7	-7.9	5.1	-11.3
Cc1cc(=O)[nH]c(SCC(=O)Nc2nonc2C)n1	-8.0	-3.9	101.0	1.0	-4.2	-2.0	-4.0	11.2	12.6
CC(=O)Nc1ccc(S(=O)(=O)Nc2nnc(C3CCCCC3)s2)cc1	1.0	-20.7	100.0	4.0	-0.3	-1.4	10.0	5.0	12.8
CC(C)CC(=O)Nc1ccccc1N1CCCC1	0.6	-10.5	113.0	3.0	-1.3	-4.2	-22.9	-11.0	16.4
Nc1cc(=O)[nH]c(SCC(=O)N2N=C(c3ccc4ccccc4c3)CC2c2ccccc2)n1 (stereo not drawn)	6.2	-27.0	85.0	-6.0	-4.1	-1.9	19.2	4.5	nt
CC1(C)NC(=O)N(CC(=O)OCC(=O)Nc2cc(S(=O)(=O)N3CCCCC3)ccc2Cl)C1=O	3.5	-19.5	100.0	-2.0	-2.0	-3.6	0.6	-19.1	24.7
COc1ccc(C(=O)n2ncc(C#N)c2N)cc1	8.4	8.6	91.0	-3.0	-3.6	-2.8	-2.7	-2.9	-0.7
COc1ccc(-c2csc(NC3=NCCCCC3)n2)cc1	10.0	6.6	103.0	-1.0	-0.6	-2.6	-15.7	-29.3	4.3
Cc1ccc(C(=O)OCc2cn3ccccc3n2)cc1	-12.8	-9.8	104.0	14.0	0.3	-1.7	20.2	-4.7	16.6
O=C(Nc1ccccc1)c1ccc(NC(=O)c2cccs2)cc1	4.3	-3.6	105.0	6.0	-0.3	-3.2	14.6	-5.4	1.7
CCOC(=O)C1CCCN(c2c(NCCN3CCCCC3CC)c(=O)c2=O)C1 (stereo not drawn)	2.5	0.0	116.0	8.0	0.0	-1.4	19.9	-3.8	-0.1
O=C(NCC1CCOCC1)C1CCC(=O)N(Cc2cccc(C(F)(F)F)c2)C1 (stereo not drawn)	-12.1	-11.0	98.0	-1.0	-0.1	-1.6	-0.3	8.3	8.0
CCN(CC)CCCC(C)NC1=NCCCCC1 (stereo not drawn)	2.7	-0.4	111.0	11.0	-1.3	-2.2	-16.5	-1.6	0.7
COc1ccc(CN(C)C(=O)c2ccc(NS(=O)(=O)c3ccc4[nH]c(=O)[nH]c4c3)cc2)c(OC)c1	2.4	-28.5	107.0	8.0	-3.7	-3.1	21.4	-8.2	6.0
Cc1cc(NC(=O)c2ccc3c(c2)OCCO3)ccc1NC(=O)c1ccco1	-3.9	-7.5	83.0	-10.0	-3.0	1.1	1.3	4.5	10.1
COc1ccc(/C=C/C(=O)Oc2ccc(/C=N/NC(=O)c3ccccc3)cc2)cc1OC	4.7	-16.9	102.0	0.0	-1.9	-3.4	0.9	2.9	15.6
Cn1c(N)c(C(=O)COC(=O)CCCN2C(=O)c3ccccc3C2=O)c(=O)n(C)c1=O	0.8	-5.9	95.0	-3.0	-2.1	-1.1	10.1	2.6	-8.9

Two entries from above, bar-delimited:
compound | M18AAP inhibitor | DNA FID counter | MEKK2wt PB1 HTS | MEKK2mut PB1 HTS | VIM-2 inhibitor | IMP-1 inh | SUMO HTRF inh | HCV NS3 hel inh | NALP1 yeast inh
CCN(CC)CCCC(C)NC1=NCCCCC1 (stereo not drawn) | 2.7 | -0.4 | 111.0 | 11.0 | -1.3 | -2.2 | -16.5 | -1.6 | 0.7
COc1ccc(CN(C)C(=O)c2ccc(NS(=O)(=O)c3ccc4[nH]c(=O)[nH]c4c3)cc2)c(OC)c1 | 2.4 | -28.5 | 107.0 | 8.0 | -3.7 | -3.1 | 21.4 | -8.2 | 6.0

Remaining list, next part
SMILES	M18AAP inhibitor	DNA FID counter	MEKK2wt PB1 HTS	MEKK2mut PB1 HTS	VIM-2 inhibitor	IMP-1 inh	SUMO HTRF inh	HCV NS3 hel inh	NALP1 yeast inh
O=C(Nc1cccnc1)c1ccc2ccccc2c1O	0.8	1.2	100.0	3.0	-1.5	-4.3	-10.4	10.2	4.2
COc1ccccc1CNC(=O)CN(CCc1ccccc1)S(C)(=O)=O	-7.2	-7.6	100.0	3.0	-2.0	-2.6	14.1	-1.5	11.3
CC(C)N(C(=O)COc1ccc(Br)cc1Cl)C(C)C	0.5	-18.8	104.0	-2.0	-1.9	1.1	-0.3	5.6	-10.6
COc1cc2[nH]c3c(N4CCN(c5ccccn5)CC4)ncnc3c2cc1OC	5.1	16.4	nt	nt	6.7	-2.4	19.6	-5.9	0.8
CS(=O)(=O)N(CC(=O)Nc1cccc(F)c1)c1cccc([N+](=O)[O-])c1	7.5	5.2	95.0	-1.0	0.0	0.6	-13.8	-0.1	-4.0
c1ccc(Cn2ccc(-c3cnc(-c4ccccc4)s3)n2)cc1	0.7	-12.7	102.0	-4.0	-1.3	-1.8	1.9	-1.1	3.2

Just SUMO HTRF inh, HCV NS3 hel inh and DNA FID counter, for six of the compounds above:
| Compound | SUMO HTRF inh | HCV NS3 hel inh | DNA FID counter |
| --- | --- | --- | --- |
| O=C(Nc1cccnc1)c1ccc2ccccc2c1O | -10.4 | 10.2 | 1.2 |
| COc1ccccc1CNC(=O)CN(CCc1ccccc1)S(C)(=O)=O | 14.1 | -1.5 | -7.6 |
| CC(C)N(C(=O)COc1ccc(Br)cc1Cl)C(C)C | -0.3 | 5.6 | -18.8 |
| COc1cc2[nH]c3c(N4CCN(c5ccccn5)CC4)ncnc3c2cc1OC | 19.6 | -5.9 | 16.4 |
| CS(=O)(=O)N(CC(=O)Nc1cccc(F)c1)c1cccc([N+](=O)[O-])c1 | -13.8 | -0.1 | 5.2 |
| c1ccc(Cn2ccc(-c3cnc(-c4ccccc4)s3)n2)cc1 | 1.9 | -1.1 | -12.7 |

Compound activity from PubChem.
